# Ba/F3 V617F tox: reduce viability of Ba/F3 cells dependent on JAK2V617F | Ba/F3 EpoR-JAK2V617F viability, ATP luminescence | inhibition, % at 5.6 µM | actives 1.1% (n = 220,000);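 active means inhibition above the campaign mean plus 3 SD over all tested compounds, cut at about 24% in these data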;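 further: cytokine-independent growth of Ba/F3 cells driven by EpoR plus mutant JAK2; 0% = DMSO-treated cells and 100% = JAK inhibitor I control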
# TNF necrop inh: TNF-alpha cell death inhibition in Jurkat FADD-/- cells. AID 463075. actives 0.068% (n = 220,000). activation (protection from cell death), % at 10 µM. Jurkat FADD-/- TNF necroptosis rescue, ATP luminescence, 24 h; 0 = TNF only, 100 = no-TNF cells;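 active means activation, meaning protection from cell death, of at least 50% relative to plate controls; inactive means activation below 50%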;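 further: necroptosis triggered by 40 ng/mL TNF-alpha added together with compound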
# TRPML3 agonist: activates the human TRPML3 channel; AID 1448; HEK293 TRPML3-YFP, Fluo-8 calcium fluorescence; 100% = the carbachol control signal; actives 0.29% (n = 220,000); activation, % at 3 µM; Q8TDD5;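 active means activation above its plate's cutoff, the mean activation of the plate's test wells plus 3 SD, cut at about 12% in these data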;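 further: 0% = DMSO only wells and 100% = carbachol wells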
#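 Test system: TRPML3-YFP stable HEK293 cells. Doses: single point at 3 µM. Incubation: dye loading 1 h 37 °C then 30 min ambient, 125 s read. Signal: Fluo-8 calcium dye fluorescence, ex 470-495, em 515-575 nm. Measure: percent activation from peak-to-basal fluorescence ratio, scaled between DMSO and carbachol.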
# BaF3 parental: parental Ba/F3 viability inhibition as JAK2V617F counter-screen. actives 1.1% (n = 220,000). inhibition, % at 5.6 µM. CellTiter-Glo ATP luminescence;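 active means inhibition above a per-campaign cutoff, the mean inhibition of all tested compounds plus 3 SD, cut at about 27% in these data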;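 further: 0% = DMSO wells and 100% = JAK Inhibitor I control wells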
# CHOP inhibitor: blocks CHOP induction under ER stress; CHO-K1 CHOP-promoter luciferase, tunicamycin-induced, 15-18 h; inhibition, % at 10 µM; actives 3.8% (n = 220,000); AID 2732;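 active means compounds that reduced the stress-induced luciferase reporter signal by more than about 70% of percent inhibition, limit read from the data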;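 further: 0% = tunicamycin plus vehicle and 100% = wells without tunicamycin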
# PPC-1+TRAIL kill: PPC-1 cancer cell killing with TRAIL present. AID 1443. cell killing (% activity), % at 4 µM. PPC-1 cells + TRAIL, ATPLite viability luminescence. actives 0.41% (n = 220,000);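 active means cell killing above 50% in the first pass at 4 µM, then a duplicate retest at 5 µM averaging 50% or more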;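 further: plate controls were cells with TRAIL plus DMSO for no effect and medium-only wells lacking cells for full effect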
# RBBP9 inh: inhibitors of human serine hydrolase RBBP9 | O75884 | recombinant RBBP9, FP-Rh probe fluorescence polarization | inhibition, % at 7.94 µM | actives 0.2% (n = 220,000) | AID 1515;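 active means inhibition above the campaign mean of all tested compounds plus 3 SD, cut at about 14% in these data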;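 further: plate controls were DMSO wells with RBBP9 for no effect and wells lacking RBBP9 protein for full effect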
# Target sequence (O75884 whole entry, looked up): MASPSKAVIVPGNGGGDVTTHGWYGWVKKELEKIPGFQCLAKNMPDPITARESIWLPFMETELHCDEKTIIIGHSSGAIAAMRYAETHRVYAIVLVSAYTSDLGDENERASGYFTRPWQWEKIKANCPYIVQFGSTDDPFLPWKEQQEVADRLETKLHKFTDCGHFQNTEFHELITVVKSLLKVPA
#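 Measured by: FP readout at 525/598 nm; material: recombinant human RBBP9; also added: Serine-hydrolase probe FP-Rh, 375 nM pre-mixing; medium: Tris buffer pH 8.0, NaCl, Pluronic; replication: one well per compound; doses: one concentration, 7.94 µM nominal, 0.794% DMSO; timing: preincubation 30 min plus labeling 45 min at 25 °C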
# TRPN1 ag: zebrafish TRPN1 (NompC) channel agonism. HEK293 zebrafish TRPN1-YFP, Fluo-8 calcium fluorescence; 100% = response to 87 µM carbachol. activation, % at 3 µM. actives 0.18% (n = 220,000). AID 1424;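 active means activation above its plate's cutoff, the mean activation of test wells on that plate plus 3 SD, cut at about 19% in these data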;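 further: 0% = DMSO alone and 100% = 87 µM carbachol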
#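 Material: zebrafish TRPN1-YFP in HEK293 cells; Doses: single test compound dose, 3 µM nominal, 0.3% DMSO; Timing: dye loading 1 h at 37 °C, then 30 min room temperature; Technique: intracellular calcium fluorescence with Fluo-8; Benchmarks: high carbachol 87 µM, low DMSO alone.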
# Wee1 degr inh: inhibitors of human Wee1 degradation. HeLa Luc-Wee1K328M stability, luciferase luminescence; 100% = proteasome inhibitor MG132 effect. reporter increase, % at 5 µM. actives 1.2% (n = 220,000);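 active means activation above the mean of all tested compounds plus 3 SD, set per screening run, cut at about 8.8% in these data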;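 further: cells exposed to compound for 20 h before luminescence read; 0% = DMSO alone and 100% = MG132 at 30 µM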
# Target sequence (P30291 whole entry K328M): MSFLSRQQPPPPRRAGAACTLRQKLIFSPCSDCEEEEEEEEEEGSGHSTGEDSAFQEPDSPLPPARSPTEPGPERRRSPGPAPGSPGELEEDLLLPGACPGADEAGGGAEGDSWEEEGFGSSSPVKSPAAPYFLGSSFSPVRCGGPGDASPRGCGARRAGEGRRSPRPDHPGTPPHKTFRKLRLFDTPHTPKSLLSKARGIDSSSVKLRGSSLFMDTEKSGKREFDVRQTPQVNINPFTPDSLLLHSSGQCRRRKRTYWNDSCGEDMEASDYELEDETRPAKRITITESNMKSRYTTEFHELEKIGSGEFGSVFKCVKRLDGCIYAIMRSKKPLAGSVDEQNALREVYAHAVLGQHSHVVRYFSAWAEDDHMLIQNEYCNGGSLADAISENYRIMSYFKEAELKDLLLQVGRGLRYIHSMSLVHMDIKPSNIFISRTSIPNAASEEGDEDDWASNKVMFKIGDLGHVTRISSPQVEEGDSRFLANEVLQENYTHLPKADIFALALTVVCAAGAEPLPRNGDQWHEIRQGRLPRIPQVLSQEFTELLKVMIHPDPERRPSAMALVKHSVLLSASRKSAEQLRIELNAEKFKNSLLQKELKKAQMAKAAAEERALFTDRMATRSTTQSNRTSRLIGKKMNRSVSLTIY
# Numbers without * were called inactive; . = no result given; [ ] = dose if it differs, or a comment. Compounds were not picked by outcome; any-hit rate near 6.8%.
SMILES,Ba/F3 V617F tox,TNF necrop inh,TRPML3 agonist,BaF3 parental,CHOP inhibitor,PPC-1+TRAIL kill,RBBP9 inh,TRPN1 ag,Wee1 degr inh
CCN(Cc1ccncc1)C(=O)CC1C(=O)NCCN1Cc1ccc(F)c(F)c1 (stereo not given),3,0.0,-0.1,5,6,4,-6,1.7,0
O=C(N/N=C/c1ccc(N2CCOCC2)cc1)C1CC1,6,0.0,0.7,6,-7,16,0,-0.4,4
COc1ccc(Cl)cc1NC(=S)N(Cc1ccccc1C)CC1CCC(C(=O)O)CC1 (stereo not given),0,0.8,0.0,6,-4,-18,1,1.1,0
COc1ccccc1NCCC(=O)OCC(=O)NC1CC1,-1,0.8,0.2,2,-6,5,0,1.3,-1
Cc1ccc(C2NC(=O)c3c(sc4c3CCN(C)C4)N2)s1 (stereo not given),-3,0.1,1.3,-3,-25,8,-8,1.4,5
O=C(OCC1CC(c2ccccc2)=NO1)c1ccc(Cl)cc1 (stereo not given),-4,-0.7,-0.3,0,-4,11,-6,-0.2,-4
CC1CCN(C(=O)CCNC(=O)Cn2cnc3sc4c(c3c2=O)CCCC4)CC1,4,0.1,0.5,4,52,18,-2,0.5,0
O=C(CN(CC1CCCO1)S(=O)(=O)c1ccc(S(=O)(=O)NC2CC2)cc1)Nc1ccccc1 (stereo not given),4,1.9,0.2,6,-2,-5,-3,1.4,1
O=C(CCSc1ccc(Cl)cc1)Nc1cccnc1,1,-0.3,-0.2,3,17,17,-3,-0.4,-3
C/C(=N\Nc1cc(C)nc(-c2ccccc2)n1)c1cccc([N+](=O)[O-])c1,0,0.7,0.5,6,51,14,-3,-0.1,3
Oc1ccc(/C=N/NC(=S)N/N=C/c2ccc(O)cc2)cc1,-1,-1.1,0.0,4,3,23,-4,-0.1,-2
COc1ccc2[nH]cc(C(=O)CCl)c2c1,1,-24,1.3,-5,6,22,6,0.6,2
Cc1nc2sc(-c3ccccc3)cc2c(=O)n1N,4,-14,0.7,4,57,47[5 µM],-7,0.1,-2
COc1ccc(-c2nnc(SCC(=O)N3CCN(c4ccccc4)CC3)o2)cc1OC,-2,1.1,0.4,4,2,-16,-4,0.7,-2
CC(C)(C)C1CCC(OC(=O)C[N+]2(C)CCCC2)CC1 (stereo not given),32*,0.6,-0.6,36*,-16,7,-1,-3.0,0
Nc1cc(=O)[nH]c(SCC(=O)Nc2cccc(Cl)c2Cl)n1,0,-0.1,-1.8,4,-15,16,4,-0.5,-2
Cn1cc(Br)c(C(=O)N2CCN(c3cccc(Cl)c3)CC2)n1,2,-0.9,0.1,4,12,25,-8,0.9,0
O=C(N/N=C/c1ccc(-c2cccc([N+](=O)[O-])c2)o1)[C@H]1C[C@@H]1c1ccccc1,1,2.4,0.8,8,42,27,1,-0.7,2
COC(=O)c1ccccc1NC(=O)c1ccc(Cn2cc(Cl)cn2)o1,1,0.0,-0.2,8,56,5,-2,-0.5,1
O=c1c2c(-c3ccc([N+](=O)[O-])cc3)csc2nc2n1CCCCC2,-5,4.3,0.3,-1,-11,.,-13,-1.1,3

# Quoted from above, 9 compounds:
SMILES,Ba/F3 V617F tox,TNF necrop inh,TRPML3 agonist,BaF3 parental,CHOP inhibitor,PPC-1+TRAIL kill,RBBP9 inh,TRPN1 ag,Wee1 degr inh
COc1ccc(Cl)cc1NC(=S)N(Cc1ccccc1C)CC1CCC(C(=O)O)CC1 (stereo not given),0,0.8,0.0,6,-4,-18,1,1.1,0
COc1ccccc1NCCC(=O)OCC(=O)NC1CC1,-1,0.8,0.2,2,-6,5,0,1.3,-1
Cc1ccc(C2NC(=O)c3c(sc4c3CCN(C)C4)N2)s1 (stereo not given),-3,0.1,1.3,-3,-25,8,-8,1.4,5
O=C(OCC1CC(c2ccccc2)=NO1)c1ccc(Cl)cc1 (stereo not given),-4,-0.7,-0.3,0,-4,11,-6,-0.2,-4
CC1CCN(C(=O)CCNC(=O)Cn2cnc3sc4c(c3c2=O)CCCC4)CC1,4,0.1,0.5,4,52,18,-2,0.5,0
O=C(CN(CC1CCCO1)S(=O)(=O)c1ccc(S(=O)(=O)NC2CC2)cc1)Nc1ccccc1 (stereo not given),4,1.9,0.2,6,-2,-5,-3,1.4,1
O=C(CCSc1ccc(Cl)cc1)Nc1cccnc1,1,-0.3,-0.2,3,17,17,-3,-0.4,-3
C/C(=N\Nc1cc(C)nc(-c2ccccc2)n1)c1cccc([N+](=O)[O-])c1,0,0.7,0.5,6,51,14,-3,-0.1,3
Oc1ccc(/C=N/NC(=S)N/N=C/c2ccc(O)cc2)cc1,-1,-1.1,0.0,4,3,23,-4,-0.1,-2

# More results:
SMILES,Ba/F3 V617F tox,TNF necrop inh,TRPML3 agonist,BaF3 parental,CHOP inhibitor,PPC-1+TRAIL kill,RBBP9 inh,TRPN1 ag,Wee1 degr inh
O=C(/C=C/c1ccc(F)cc1)NC(=S)N1CCCCC1c1cccnc1 (stereo not given),-3,3.0,0.2,-2,4,13,3,-0.5,0
CN(C)c1ccc(CNCCC(Cc2ccccc2)c2ccco2)cc1 (stereo not given),2,-4.3,0.8,5,54,21,-10,0.5,3
Cc1cc(C)c2c(=O)n(CC(=O)Nc3ccc(Br)c(C)c3)sc2n1,2,-16,5.7,-3,1,-2,10,3.7,4
COc1ccc(-c2nc(CN(CC3CCC(=O)N3)C(C)C)c(C)o2)c(C)c1C (stereo not given),4,-0.4,-0.7,5,29,4,-12,4.0,3
O=C(Nc1nc2cc3c(cc2s1)OCCO3)c1cccc(S(=O)(=O)N2CCOCC2)c1,1,-8.7,1.4,-2,.,3,-9,5.0,-1
O=C(Nc1ncc(Cc2cccc(Cl)c2)s1)C1=NCCN1,2,-18,0.6,7,-6,11,0,1.4,-1
COc1ccc(/C=C/C(=O)Nc2ccc3nc4n(c(=O)c3c2)CCCC4)cc1OC,1,3.2,0.4,5,8,-2,-1,0.0,0
CN(Cc1ccco1)C(=O)C1CCC(=O)N1Cc1ccc(F)cc1 (stereo not given),1,-2.7,0.7,3,.,-25,-5,-0.5,2
Cc1ccc(C(=O)CSc2nnc(-c3c[nH]c4ccccc34)o2)cc1,-2,-5.9,0.6,4,95*,12,-3,0.3,4
CC(NC(=O)Cn1ncc(Cl)c(Cl)c1=O)C12CC3CC(CC(C3)C1)C2 (stereo not given),63*,-12,0.8,75*,109*,30,-1,-0.4,-4
CCOC(=O)NCc1ccc(S(=O)(=O)Nc2c(C)cccc2C)cc1,-4,0.8,0.9,2,30,20,2,0.0,1
O=C(NCc1ccco1)c1ccc(S(=O)(=O)c2cccc(S(=O)(=O)N3CCOCC3)c2)cc1,1,0.0,-0.4,3,27,14,-4,1.2,0
O/N=C/c1cc(Br)ccc1OCc1ccc(F)cc1,-1,-5.9,-0.7,0,.,.,-5,-0.6,0
COc1cc(C(=O)NCCCNc2nc3cc(C)c(C)cc3cc2C#N)cc(OC)c1OC,6,0.0,-0.1,2,18,.,-12,-1.6,2
O=C(NCc1ccc2c(c1)OCO2)C1CC(=O)N(c2ccc(O)cc2)C1 (stereo not given),-5,0.0,1.6,2,36,18,-2,0.9,-1
CN(C)CCCOC(=O)c1sc2ccccc2c1Cl,-2,3.0,1.4,2,27,10,0,1.7,-4
Nc1cc(=O)[nH]c(=S)n1-c1cccc(C(F)(F)F)c1,-4,0.9,1.1,-1,11,-6,1,-0.6,-2
CCOC(=O)c1cnn(-c2ncnc3sc(C)c(C)c23)c1N,0,0.8,0.0,7,-8,28,-4,1.1,1
C/C(=N\NC(N)=O)c1cc(Cl)cc(Cl)c1O,-4,2.0,0.6,0,-20,-6,8,0.1,4
C=CCOC(=O)C1C(=O)CC(C)(O)C(C(=O)OCC=C)C1c1ccc(N(C)C)cc1 (stereo not given),1,0.2,0.6,6,-16,.,-4,-0.6,1
CCCOc1ccc(C(C)(O)CN2CCOCC2)cc1 (stereo not given),5,-9.7,0.6,4,9,22,-6,0.3,7
O=C(c1ccc(Br)o1)N1CCN(Cc2ccc3c(c2)OCO3)CC1,6,0.8,-0.5,6,5,-21,-8,0.0,-3
Cc1ccccc1C(C(=O)NC1CCCC1)N(C(=O)CNC(=O)c1ccco1)c1cccnc1 (stereo not given),1,-0.6,0.1,5,-3,15,-3,-0.6,-1
Cc1ccc(Cn2ccc(NC(=O)c3nc4ncccn4n3)n2)cc1,1,0.7,0.3,4,15,28,4,-0.1,-2
O=C1c2nc3ccccn3c2C(=O)N1Cc1ccccc1,4,-6.7,-1.2,5,-4,12,0,1.8,-3
CO/N=C/CC(=O)Nc1ccc(F)cc1F,-2,-0.2,0.8,-2,8,24,-3,0.8,-2
O=C(OCCN1CCOCC1)c1cccs1,-2,-0.9,0.8,3,-3,15,3,1.5,-4
O=[N+]([O-])c1cccc(/C([O-])=C(/C(=S)Nc2ccccc2)[n+]2ccccc2)c1,-3,0.2,0.2,11,-9,1,4,-0.4,1
COC(=O)C(NNc1ccccc1)(NC(=O)c1cccc(F)c1)C(F)(F)F (stereo not given),5,-2.0,1.1,4,18,28,3,-0.4,1
CCOc1ccc(C(=O)Nc2ccc(N3CCN(C)CC3)cc2)cc1Br,2,3.1,1.0,3,-37,16,4,-1.3,-1
CCOC(=O)CSc1cccc2cccnc12,-2,-1.5,0.7,0,2,10,-4,0.2,-3
COC(=O)c1c(NC(=O)/C=C/c2ccc3c(c2)OCO3)sc(C)c1C,3,1.2,0.4,7,33,13,-10,2.4,-2
COc1ccc(CN(C)CC(=O)Nc2sc3c(c2C#N)CCC3)cc1OC,-1,-2.3,1.4,4,46,14,-1,2.0,-1
CN(C1=NS(=O)(=O)c2ccccc21)c1ccc(OC(=O)c2ccncc2)cc1,0,-0.2,1.4,5,17,6,-8,-0.6,-3
Nn1cc(-c2ccccc2)nc1SCC(=O)Nc1ccc2c(c1)OCO2,-2,5.2,-0.2,2,24,21,-3,-0.4,-1
COc1ccc(OC(C)C(=O)Nc2ccc(F)cc2F)cc1 (stereo not given),-3,1.6,-0.1,12,13,8,1,-1.8,-3
